# NALP1 yeast inh: NALP1 inflammasome inhibitors in reconstituted yeast, colorimetric, S. cerevisiae, triplicate retest; S. cerevisiae NALP1/ASC/caspase-1 growth, X-gal OD620, 72 h; inhibition, % at 10 µM; 0.61% of 280,000 active; AID 2071, 2009; in the data active means inhibition mostly above about 24%, no sharp cut-off; inactive means mostly below about 32%; further: some compounds called inactive have numbers as strong as hits
# MEKK2mut PB1 HTS: MEK5 binding signal on mutant MEKK2 PB1, primary screen, biochemical, multiplex bead flow cytometry, Alexa488-MEK5. Alexa488-MEK5 binding to MEKK2 mutant. percent response, % at 10 µM. 0.35% of 290,000 active. AID 1530, 2009; in the data active means percent response above about 24%, passing the limit was not always enough; further: inactives centre near 1; some results filed as inactive read as strong as hits; reference of the scale not given here
# OXTR ag: human OXTR agonists, primary screen, fluorescence, CHO-OTR cells, Fluo-8 calcium. Oxytocin receptor (Homo sapiens), P30559. Fluo-8 calcium fluorescence; normalized: DMSO 0%, oxytocin 100%. activation, % at 3 µM. 0.32% of 320,000 active. AID 2435, 2010;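 active means activation above the mean of all tested compounds plus 3 SD, cutoff set per screening run, cut at about 20% in these data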;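 further: peak over basal fluorescence ratio from a 100 s FLIPR kinetic read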
# Target sequence (P30559 whole entry, looked up): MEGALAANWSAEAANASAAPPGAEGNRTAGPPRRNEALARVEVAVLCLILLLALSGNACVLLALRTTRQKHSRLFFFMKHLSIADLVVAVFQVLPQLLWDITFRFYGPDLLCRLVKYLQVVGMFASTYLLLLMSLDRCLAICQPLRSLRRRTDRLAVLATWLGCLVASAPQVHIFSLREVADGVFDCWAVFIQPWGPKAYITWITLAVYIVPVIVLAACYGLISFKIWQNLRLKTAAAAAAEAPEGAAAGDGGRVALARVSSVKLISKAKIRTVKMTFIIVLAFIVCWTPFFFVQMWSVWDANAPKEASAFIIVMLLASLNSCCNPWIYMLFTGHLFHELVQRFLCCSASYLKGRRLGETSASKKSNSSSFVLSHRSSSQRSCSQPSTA
# FID counter: compounds displacing fluorescent DNA intercalator, primary screen, artefact control for HCV NS3 helicase inhibitor project, biochemical, FID fluorescence; DNA fluorescent intercalator displacement; inhibition, % at 7.9 µM; 0.17% of 290,000 active; AID 1845, 2009; in the data active means inhibition above about 37%;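 further: 0% = vehicle and 100% = reference compound; higher means more ethidium bromide displaced from hairpin DNA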
# PHOSPHO1 block: PubChem AID 1565 | Phosphoethanolamine/phosphocholine phosphatase (Homo sapiens), Q8TCT1 | recombinant PHOSPHO1, absorbance phosphatase assay | inhibition, % at 13.3 µM | 1.1% of 290,000 active; in the data active means inhibition above about 60%
# GPR7 antag: GPR7 receptor antagonists, primary screen, cell-based, fluorescence, single concentration | 1.1% of 290,000 active | inhibition, % at 4.4 µM | AID 1861, 2009 | GPR7-expressing cells, fluorescence antagonist assay; in the data active means inhibition above about 16%, passing the limit was not always enough;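 further: cells stimulated with the agonist NPW; 0% = agonist with vehicle and 100% = vehicle without agonist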
# PfM18AAP inh: PfM18AAP inhibitors, malaria aminopeptidase, primary screen, biochemical, QFRET, recombinant enzyme; M18 aspartyl aminopeptidase (Plasmodium falciparum 3D7); H-Glu-NHMec fluorogenic cleavage; inhibition, % at 7.35 µM; 1.2% of 290,000 active; AID 1822, 2009;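 active means inhibition above the campaign mean inhibition over all tested compounds plus 3 SD, cut at about 28% in these data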;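 further: 0% = plate median of test compound wells and 100% = 2 mM ZnCl2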
# MEKK2 WT-MEK5: modulators of MEK5 binding to wildtype MEKK2, primary screen, biochemical, multiplex bead flow cytometry, Alexa488-MEK5. binding response (% of control), % at 10 µM. Mitogen-activated protein kinase kinase kinase 2 (Homo sapiens), Q9Y2U5. 1.1% of 290,000 active. Alexa488-MEK5 binding to MEKK2 WT; actives lie on both sides; in the data active means binding response below about 67% or above about 130%
# MEKK3 PB1 HTS: modulators of MEKK3-MEK5 PB1 binding, primary screen, biochemical, wildtype MEKK3, multiplex bead flow cytometry, Alexa488-MEK5 | Mitogen-activated protein kinase kinase kinase 3 (Homo sapiens), Q99759 | bead-based flow cytometry, Alexa488-MEK5 binding to MEKK3; actives lie on both sides; 0 = blocked by unlabeled MEK5, 100 = vehicle | binding response (% of control), % at 10 µM | 1.4% of 290,000 active;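 active means binding response more than 3 SD above or below the average of its plate-row segment, actives on both sides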;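 further: Alexa488 bead fluorescence after subtracting the streptavidin-only scavenger bead signal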
# Target sequence (Q99759 whole entry, looked up): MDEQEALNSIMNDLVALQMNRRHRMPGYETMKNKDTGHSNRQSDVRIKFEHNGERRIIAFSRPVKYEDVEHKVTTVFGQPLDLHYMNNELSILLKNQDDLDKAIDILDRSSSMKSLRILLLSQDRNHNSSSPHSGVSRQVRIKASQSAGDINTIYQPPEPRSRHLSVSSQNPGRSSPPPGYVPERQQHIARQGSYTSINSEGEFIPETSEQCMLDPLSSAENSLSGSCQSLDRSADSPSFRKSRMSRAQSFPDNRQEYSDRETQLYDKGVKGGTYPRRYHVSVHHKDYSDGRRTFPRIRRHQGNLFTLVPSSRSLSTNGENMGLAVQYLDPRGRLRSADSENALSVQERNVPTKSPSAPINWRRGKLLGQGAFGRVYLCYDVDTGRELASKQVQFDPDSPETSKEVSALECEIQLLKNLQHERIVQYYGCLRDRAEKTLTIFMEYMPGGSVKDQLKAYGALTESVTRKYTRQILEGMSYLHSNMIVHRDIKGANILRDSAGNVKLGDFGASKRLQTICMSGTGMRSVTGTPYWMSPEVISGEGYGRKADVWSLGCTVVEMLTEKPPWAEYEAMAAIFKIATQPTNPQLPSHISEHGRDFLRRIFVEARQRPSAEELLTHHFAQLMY
# An asterisk follows results filed as active; . = not tested or not shown.
No. | mol | NALP1 yeast inh | MEKK2mut PB1 HTS | OXTR ag | FID counter | PHOSPHO1 block | GPR7 antag | PfM18AAP inh | MEKK2 WT-MEK5 | MEKK3 PB1 HTS
1 | COc1cc2c(cc1/C=C/C(=O)O)OC(C)C2 (configuration not stated) | -29 | -13 | 1.4 | -7 | 37 | 5 | 0 | 89 | 83
2 | Cc1ccc(C(=O)c2coc3ccc(OCC(=O)O)cc23)cc1 | 11 | -1 | -0.2 | -28 | -6 | -6 | 4 | 94 | 98
3 | Cn1c(SCC(=O)N2CCCc3ccccc32)nc2ccccc2c1=O | -20 | 2 | 9.1 | -12 | -11 | -5 | -5 | 98 | 102
4 | C#CC(CC)(CC)NC(=O)c1ccc(Br)s1 | 2 | 0 | -2.3 | -6 | 15 | -5 | -3 | 101 | 103
5 | CC(C)C1N=C2c3ccccc3N=C(SCC(=O)c3ccc(O)c(O)c3)N2C1=O (configuration not stated) | -15 | 0 | 1.2 | -24 | 23 | -10 | 55* | 94 | 101
6 | O=C(Cc1ccccc1)NNC(=O)c1ccc(Br)o1 | -12 | -2 | . | -5 | . | 5 | -5 | 102 | 101
7 | CCCn1c(N)c(N(CCOC)C(=O)c2ccc(F)cc2)c(=O)[nH]c1=O | 17 | -6 | -0.3 | -2 | 15 | -1 | 9 | 91 | 96
8 | O=C(O)c1ccccc1NC(=O)N1CCOCC1 | 23 | 1 | -1.0 | -3 | -22 | -15 | -2 | 100 | 96
9 | COc1ccc(/C=C2/SC(=O)N(CC(=O)NCCC(C)C)C2=O)cc1OC | 12 | -14 | -1.3 | -3 | 37 | 8 | 5 | 86 | 90
10 | CCOC(=O)CNC(=O)CSc1nnc(-c2cccc(C)c2)n1-c1ccc(OC)cc1 | -6 | 8 | -1.9 | -33 | 37 | 3 | 5 | 110 | 116
11 | COc1cc(C(=O)NN(CCC#N)C2=NS(=O)(=O)c3ccccc32)cc(OC)c1OC | 4 | 2 | 0.2 | -10 | 4 | -14 | -2 | 100 | 98
12 | CC(=O)N/C(=C\c1ccccc1)C(=O)NCC(=O)O | 19 | 10 | . | 1 | 4 | -9 | -1 | 95 | 97
13 | COP(C)(=O)c1c(C)nn(-c2ccccc2)c1C (configuration not stated) | 12 | 5 | 0.7 | 3 | 45 | -22 | 9 | 101 | 100
14 | COc1ccc(-n2nnnc2SCC(=O)Nc2cc(OC)c([N+](=O)[O-])cc2C)cc1 | -10 | -2 | -0.1 | -3 | -6 | -11 | 19 | 96 | 100
15 | CC1C2(C)OC(=N)C(C#N)(C(C)O2)C1(C#N)C#N (configuration not stated) | 10 | -4 | 2.9 | -1 | 11 | -6 | 3 | 94 | 97
16 | O=C(COC(=O)c1cc(S(=O)(=O)N2CCOCC2)ccc1F)c1ccc[nH]1 | 18 | -2 | 1.1 | -7 | -2 | -7 | 0 | 91 | 90
17 | CCOC(=O)Nc1oc2ccccc2c(=O)c1CN1CCOCC1 | 3 | 9 | -2.0 | -5 | 14 | -10 | -2 | 104 | 105
18 | CC1(C)C(C=C(Cl)Cl)C1C(=O)N(Cc1ccccc1Cl)C1CCS(=O)(=O)C1 (configuration not stated) | 36 | -1 | -2.6 | -36 | -7 | -7 | -8 | 99 | 101
19 | CCCCSc1nc(C)cc(SCC(=O)N/N=C/c2ccccc2)n1 | 21 | 0 | 0.8 | -15 | 2 | -9 | -5 | 103 | 103
20 | COc1ccc(CCn2c(-c3ccc(OC)cc3)nc3c(c(=O)c4ccccc4n3C)c2=O)cc1 | -50 | 1 | 0.7 | -6 | 20 | -8 | -8 | 95 | 102
21 | CCOc1cc(C(=S)N2CCCC2)ccc1O | 7 | -1 | 0.6 | 2 | 8 | -7 | 24 | 102 | 99
22 | CCN(CC)CCCNC(=O)/C=C/C(=O)O | 15 | -6 | -0.7 | -2 | 30 | -15 | -2 | 97 | 94
23 | CCN1CCN(CCC(=O)Nc2ccc(C)cc2)CC1 | 12 | 4 | . | -1 | 50 | -8 | 2 | 104 | 96
24 | CCCOc1ccc(Cl)cc1CNc1ccccc1 | -4 | -3 | -2.7 | -2 | 35 | -16 | -6 | 98 | 92
25 | Cc1ccc2c(C)c(C(=O)NCCN3CCOC3=O)oc2c1C | 10 | -1 | 1.2 | -23 | 48 | -12 | 5 | 101 | 98
26 | Cc1ccc(C(C)NC(=O)C23CC4CC(CC(C4)C2)C3)cc1 (configuration not stated) | 6 | -2 | -1.9 | -4 | 6 | -12 | -10 | 102 | 100
27 | CCOc1ccccc1NC(=O)Cn1c(=O)n(-c2ccc(OC)cc2OC)c(=O)c2c(C)c(C(=O)N(CC)CC)sc21 | 7 | -2 | -0.7 | -47 | -16 | -1 | 1 | 101 | 105
28 | O=C(CC1(O)C(=O)N(Cc2ccc3c(c2)OCO3)c2ccccc21)c1ccccc1 (configuration not stated) | 19 | 0 | 1.2 | -28 | -3 | 2 | 5 | 101 | 106
29 | CCOc1ccc2cc(C#N)c(SCC(=O)N3CCOCC3)nc2c1 | 25 | 0 | -1.7 | -16 | 21 | -5 | -3 | 96 | 102
30 | COCCn1c(-c2ccc(F)cc2)nc2oc3cc(OC)ccc3c(=O)c2c1=O | . | 16 | -2.5 | -8 | 32 | -1 | -7 | 117 | 118

# The listing continues.
No. | mol | NALP1 yeast inh | MEKK2mut PB1 HTS | OXTR ag | FID counter | PHOSPHO1 block | GPR7 antag | PfM18AAP inh | MEKK2 WT-MEK5 | MEKK3 PB1 HTS
31 | O=c1[nH]c2cc([N+](=O)[O-])c([N+](=O)[O-])cc2[nH]c1=O | -8 | -5 | 0.9 | 3 | 48 | -9 | -14 | 95 | 105
32 | Cc1cc(C(=O)Nc2ccccc2C#N)n(-c2ccccc2)n1 | 13 | 1 | -1.4 | 1 | 6 | 1 | -5 | 98 | 101
33 | CC(C)(CNS(=O)(=O)c1ccc2c(c1)OCCO2)N1CCOCC1 | 14 | -12 | -0.4 | -7 | 28 | -9 | 1 | 87 | 93
34 | CC(C)(C)Cc1nnc(NS(C)(=O)=O)s1 | . | 6 | 0.5 | 1 | . | -8 | 6 | 102 | 101
35 | COc1cccc(CNC(=O)c2cccc(Br)c2)c1 | 29 | -1 | -2.6 | -6 | 8 | -5 | 1 | 101 | 102
36 | CCc1ccc(NC(=O)CCn2nc(C)c(S(=O)(=O)N3CCCCC3)c2C)cc1 | 12 | -1 | 6.1 | -37 | 4 | -9 | 2 | 101 | 99
37 | COC(=O)c1cc(OC)c(OC)cc1N1C(=O)CC(C)(C)CC1=O | 2 | 6 | 0.6 | -3 | . | -5 | -9 | 110 | 106
38 | Cc1ccc(Nc2nc(NCCO)c3ccccc3n2)cc1C | 18 | 14 | 7.3 | 26 | 41 | -7 | 3 | 160* | 108
39 | COc1ccc(OC)c(S(=O)(=O)Nc2ccc(F)cc2)c1 | 24 | -6 | -0.3 | -2 | 12 | -5 | 0 | 92 | 90
40 | CC(=O)c1ccc(NC(=S)Nc2ccc3cn[nH]c3c2)cc1 | 15 | -10 | -0.3 | 2 | -46 | -8 | 11 | 92 | 95
41 | CCN(CC)CCN1C(=O)/C(=C\c2ccc(Cl)c([N+](=O)[O-])c2)SC1=Nc1ccc(OC)cc1 | 44* | 36* | 1.9 | 27 | 43 | 46* | 6 | 197* | 109
42 | CCN(Cc1ccccc1)C(=O)Cc1c[nH]c2ccccc12 | 3 | -1 | 1.4 | -15 | 27 | -5 | -7 | 91 | 99
43 | CN(C)c1ccc(C(CNS(=O)(=O)c2ccc3ccccc3c2)c2c[nH]c3ccccc23)cc1 (configuration not stated) | 37 | -1 | 0.0 | 18 | -35 | -6 | 7 | 107 | 104
44 | COc1ccc(NS(=O)(=O)c2ccc3c(c2)NC(=O)CO3)c(OC)c1 | 9 | -7 | 1.6 | -6 | -1 | -9 | 3 | 98 | 95
45 | O=C(CCC(=O)c1cccs1)OCC(=O)N1CCN(C(=O)c2ccco2)CC1 | 7 | 13 | 0.1 | -1 | 8 | -11 | 10 | 106 | 108
46 | Cc1ccc(S(=O)(=O)/N=C2/C=C(Sc3ncn[nH]3)C(=O)c3ccccc32)c(C)c1 | 24 | -2 | -1.0 | -9 | 76* | -22 | 38* | 93 | 94
47 | O=C1c2ccccc2C(=O)C1(CO)c1ccccc1 | 20 | -4 | -0.1 | -8 | -8 | -8 | 6 | 98 | 104
48 | CN1CCc2c(n(CC(O)CNCc3ccccc3)c3ccccc23)C1=O (configuration not stated) | 10 | -4 | -0.3 | 9 | 2 | -5 | 0 | 114 | 114
49 | CCOC(=O)c1ccc(NC(=O)Nc2ccon2)cc1 | -38 | 16 | 7.3 | -8 | 4 | 13 | 1 | 103 | 104
50 | NC(=O)CN(C/C=C/c1ccccc1)C/C=C/c1ccccc1 | 10 | -3 | -0.8 | 2 | 14 | 3 | -4 | 97 | 94
51 | CCc1ccccc1S(=O)(=O)Cc1ccc(C(=O)N2CCN(c3ccccc3OC)CC2)o1 | -26 | 3 | 1.2 | -54 | 3 | 5 | 0 | 103 | 101
52 | CCOc1ccc(-n2c(C)cc(C(=O)CCl)c2C)cc1 | -8 | -3 | -1.6 | -6 | -16 | -5 | -15 | 101 | 102
53 | O=C(CCN1CCCCO1)N1CCCC(Nc2ccc(F)cc2)C1 (configuration not stated) | -1 | 3 | 0.6 | -13 | 31 | -19 | -1 | 105 | 103
54 | O=C1O/C(=C\C(=O)N2CCOCC2)c2ccccc21 | 15 | 3 | 1.4 | 1 | 14 | 1 | 4 | 103 | 104
55 | CCOc1ccc(C(=S)N2CCCC2)c(OCC)c1 | -3 | 3 | -1.3 | -20 | 29 | -3 | 30* | 97 | 101
56 | CCOC(=O)c1c(C)[nH]c(N=Nc2ccc(C)cc2)c1C | 20 | 11 | -1.0 | -2 | 6 | -16 | -16 | 112 | 110
57 | Cc1ccc2c(c1)CCCN2C(=O)c1ccncc1 | 8 | 5 | -0.2 | -6 | 3 | -10 | 0 | 110 | 107
58 | COc1ccc(CCC(=O)N2CCN(c3ccccc3)CC2)cc1OC | 14 | 12 | 1.4 | -20 | 17 | -4 | -5 | 97 | 104
59 | CN1CCN(C(=O)Nc2ccccc2)CC1 | -9 | -4 | 0.3 | 3 | 63* | -7 | 1 | 99 | 92
60 | CCOc1c(Cl)cc(/C=N/NC(N)=S)cc1OC | 20 | -2 | -1.4 | -8 | -9 | -13 | 7 | 100 | 99
